Bioassay records as filed in PubChem BioAssay.
TLR9-MyD88 inh = inhibitors of human TLR9-MyD88 binding; Q9NR96+Q99836; CHO BLA complementation TLR9-MyD88, CCF4 FRET ratio; inhibition, % at 4.98 µM; 340,000 tested, 0.21% active;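 active = inhibition above the mean over all tested compounds plus 3 SD, cut at about 21% in these data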;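 note: 0% = DMSO only wells and 100% = clavulanate BLA inhibitor control wells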
SRC2 inh = human SRC2 (NCOA2) inhibition; Q15596; HEK293 GAL4-SRC2 luciferase reporter, luminescence; inhibition, % at 9 µM; 370,000 tested, 0.17% active; AID 651957;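 active = inhibition above the mean inhibition of all tested compounds plus 3 SD, set per campaign, cut at about 52% in these data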;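 note: 0% = DMSO treated cells and 100% = cells given Gossypol at 36 µM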
Target sequence (Q15596 whole entry, looked up, the tested form may be a part): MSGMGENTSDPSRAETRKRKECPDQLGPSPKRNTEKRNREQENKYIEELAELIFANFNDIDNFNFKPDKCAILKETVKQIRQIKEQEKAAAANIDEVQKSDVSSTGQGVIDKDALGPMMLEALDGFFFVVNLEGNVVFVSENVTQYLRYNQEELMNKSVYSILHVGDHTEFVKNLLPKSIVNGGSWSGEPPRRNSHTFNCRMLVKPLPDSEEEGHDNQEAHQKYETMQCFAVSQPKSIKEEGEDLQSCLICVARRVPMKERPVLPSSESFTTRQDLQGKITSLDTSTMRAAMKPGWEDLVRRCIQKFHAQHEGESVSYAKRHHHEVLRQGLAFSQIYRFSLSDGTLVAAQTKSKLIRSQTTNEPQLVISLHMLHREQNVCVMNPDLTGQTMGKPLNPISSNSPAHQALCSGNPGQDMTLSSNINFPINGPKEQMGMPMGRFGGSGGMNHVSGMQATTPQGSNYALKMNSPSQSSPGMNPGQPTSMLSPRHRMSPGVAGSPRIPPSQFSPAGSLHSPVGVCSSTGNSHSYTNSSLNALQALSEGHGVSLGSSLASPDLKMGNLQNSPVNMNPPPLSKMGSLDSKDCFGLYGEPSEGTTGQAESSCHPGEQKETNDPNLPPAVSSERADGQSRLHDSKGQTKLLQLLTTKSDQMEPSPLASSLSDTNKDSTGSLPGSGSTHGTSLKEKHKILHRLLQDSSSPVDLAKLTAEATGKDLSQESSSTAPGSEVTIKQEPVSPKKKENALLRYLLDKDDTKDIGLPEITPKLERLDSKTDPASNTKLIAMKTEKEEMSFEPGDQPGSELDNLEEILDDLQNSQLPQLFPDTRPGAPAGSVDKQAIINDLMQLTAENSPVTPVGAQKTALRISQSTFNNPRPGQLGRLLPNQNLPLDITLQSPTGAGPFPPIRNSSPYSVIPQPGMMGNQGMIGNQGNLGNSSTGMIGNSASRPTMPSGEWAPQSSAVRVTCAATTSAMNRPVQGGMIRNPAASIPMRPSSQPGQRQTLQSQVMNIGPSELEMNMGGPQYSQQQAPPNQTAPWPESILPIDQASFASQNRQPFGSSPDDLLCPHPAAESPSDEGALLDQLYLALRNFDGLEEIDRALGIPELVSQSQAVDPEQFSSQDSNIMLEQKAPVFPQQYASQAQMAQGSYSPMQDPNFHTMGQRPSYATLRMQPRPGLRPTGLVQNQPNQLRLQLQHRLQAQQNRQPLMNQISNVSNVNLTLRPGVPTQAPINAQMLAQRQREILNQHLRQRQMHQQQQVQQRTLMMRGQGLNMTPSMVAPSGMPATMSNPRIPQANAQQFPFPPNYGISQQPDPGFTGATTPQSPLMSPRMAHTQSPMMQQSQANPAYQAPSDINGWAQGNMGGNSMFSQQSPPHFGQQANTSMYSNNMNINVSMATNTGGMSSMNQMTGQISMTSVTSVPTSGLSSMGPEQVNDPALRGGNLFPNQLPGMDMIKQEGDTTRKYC
NR5A2 inv ag = NR5A2 inverse agonism in reporter assay | HEK293T StAR-luciferase reporter, LRH-1 transfected, 24 h | O00482 | 360,000 tested, 0.13% active | AID 602396 | inhibition, % at 3.6 µM;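 active = inhibition above the mean inhibition of all tested compounds plus 3 SD, cut at about 73% in these data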;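 note: 0% = DMSO wells and 100% = reporter-only cells lacking LRH-1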
NR2F2 inh = inhibitors of human COUP-TFII (NR2F2). inhibition, % at 8.6 µM. P24468. HEK293T NGFI-A luciferase reporter, luminescence. AID 686940. 370,000 tested, 0.7% active;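 active = inhibition above a per-plate cutoff, mean inhibition of test wells between control levels plus 3 SD, cut at about 38% in these data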;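 note: cells cotransfected with COUP-TFII expression vector driving the NGFI-A reporter; 0% = median of COUP-TF2 test wells and 100% = reporter-only cells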
TWEAK Fn14 block = inhibitors of TWEAK-Fn14 interaction signaling | AID 1159606 | 360,000 tested, 2% active | TWEAK-stimulated Fn14 reporter cells, luciferase luminescence, 8 h | inhibition, % at 10 µM; in the data active = inhibition above about 50%
ABHD5-PLIN5 inh = inhibitors of human ABHD5-perilipin-5 interaction; inhibition, % at 4 µM; AID 602281; 360,000 tested, 0.78% active; Q00G26+Q8WTS1; Split G. princeps luciferase complementation, luminescence, 4 h;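 active = inhibition above the mean inhibition across every tested compound plus 3 SD, cut at about 22% in these data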;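 note: 0% = DMSO only wells and the 100% control is not disclosed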
SRC3 inh = inhibits human SRC3 coactivator. Q9Y6Q9. HEK293 GAL4-SRC3 luciferase reporter, luminescence. inhibition, % at 3.6 µM. 360,000 tested, 0.17% active. AID 588352;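 active = inhibition above a per-campaign cutoff, the mean of all compounds plus 3 SD, cut at about 60% in these data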;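 note: 0% = DMSO-treated cells and 100% = gossypol-treated cells at 36 µM; higher means less SRC3-driven luciferase light from the GAL4 reporter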
Exocytosis inh = lytic granule exocytosis inhibition; TALL-104 LAMP-1 surface exposure, flow cytometry; cells stimulated with thapsigargin and PMA; inhibition, % at 10 µM; 360,000 tested, 0.66% active; AID 651702;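 active = inhibition above about 55%, limit read from the data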
SRC1 inh = inhibitors of human steroid receptor coactivator 1 (SRC1); AID 588354; 360,000 tested, 0.12% active; HEK293 GAL4-SRC1 luciferase reporter, luminescence; inhibition, % at 3.6 µM;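 active = inhibition above the campaign mean plus 3 SD, with each screening campaign given its own cutoff, cut at about 60% in these data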;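 note: 0% = DMSO treated cells and 100% = gossypol at 36 µM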
NOD2 RIPK2 PPI = inhibitors of human NOD2-RIPK2 interaction. O43353. CHO BLA complementation NOD2-RIPK2, CCF4 ratio. inhibition, % at 4.98 µM. 360,000 tested, 0.38% active. AID 624267; in the data active = inhibition above about 21%;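 note: 0% = vehicle only and 100% = reference blocker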
TROY NFkB inh = TROY signaling inhibition. inhibition, % at 10 µM. 360,000 tested, 0.98% active. Q293 LMP1-TROYcd NF-kB luciferase reporter, 4 h;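 active = compounds whose plate-normalised and pattern-corrected inhibition of the luciferase reporter signal at the single screening dose is 50% or more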
Numbers without * were called inactive. Not all compounds are listed (hit frequency here may not be typical).

Screening CCC(=O)OCC(=O)C1(OC(=O)CC)[C@H](C)C[C@H]2[C@H]3[C@H]([C@@H](O)C[C@@]21C)[C@@]1(C)C=CC(=O)C=C1C[C@H]3Cl (stereo partly specified) returned TLR9-MyD88 inh -1, SRC2 inh -58, NR5A2 inv ag -8, NR2F2 inh -25, TWEAK Fn14 block -40, ABHD5-PLIN5 inh 4, SRC3 inh -33, Exocytosis inh -6, SRC1 inh -21, NOD2 RIPK2 PPI -7 and TROY NFkB inh 16.
For CCN(CC(=O)NCc1cccs1)C(=O)/C=C/c1ccc(OC)c(OC)c1 the results were TLR9-MyD88 inh -5, SRC2 inh -8, NR5A2 inv ag 1, NR2F2 inh 4, TWEAK Fn14 block 3, ABHD5-PLIN5 inh -4, SRC3 inh 10, Exocytosis inh 2, SRC1 inh -8, NOD2 RIPK2 PPI 9 and TROY NFkB inh 20.
For COc1cc(-c2cc(C(=O)NCc3ccco3)c3ccccc3n2)cc(OC)c1OC the results were TLR9-MyD88 inh 0, SRC2 inh -14, NR5A2 inv ag 9, NR2F2 inh 0, TWEAK Fn14 block 34, ABHD5-PLIN5 inh 1, SRC3 inh -6, Exocytosis inh -3, SRC1 inh 3, NOD2 RIPK2 PPI -11 and TROY NFkB inh 4.
For CCNc1nc(NCC)nc(OCCNS(=O)(=O)c2ccccc2)n1 the results were TLR9-MyD88 inh 12, SRC2 inh -32, NR5A2 inv ag 4, NR2F2 inh -2, TWEAK Fn14 block 11, ABHD5-PLIN5 inh 3, SRC3 inh 8, Exocytosis inh -4, SRC1 inh 10, NOD2 RIPK2 PPI -8 and TROY NFkB inh -8.
For CCCCCNC(=O)C(c1cccc2ccccc12)n1c(=O)c(-c2cc3ccccc3[nH]2)nc2ccccc21 (stereo unspecified) the results were SRC2 inh -29, NR5A2 inv ag 26, NR2F2 inh 4, ABHD5-PLIN5 inh -1, Exocytosis inh -9 and NOD2 RIPK2 PPI 42*.
CCC1(c2ccccc2)NC(=O)N(CC(=O)N(C)CC(=O)Nc2cccc(OC)c2)C1=O (stereo unspecified) was read as TLR9-MyD88 inh -1, SRC2 inh -21, NR5A2 inv ag -3, NR2F2 inh -15, TWEAK Fn14 block -24, ABHD5-PLIN5 inh 7, SRC3 inh -6, Exocytosis inh -2, SRC1 inh 20, NOD2 RIPK2 PPI 4 and TROY NFkB inh 3.
CN(Cc1nc(Cc2cccc(C(F)(F)F)c2)no1)C1CC(C)(C)NC(C)(C)C1 was read as TLR9-MyD88 inh -1, SRC2 inh 7, NR5A2 inv ag -3, NR2F2 inh 22, TWEAK Fn14 block -1, ABHD5-PLIN5 inh 4, SRC3 inh 0, Exocytosis inh -1, SRC1 inh 6, NOD2 RIPK2 PPI -3 and TROY NFkB inh -1.
COc1ccc(C(=O)NC(=S)Nc2ccccc2N2CCOCC2)cc1Br was read as TLR9-MyD88 inh 6, SRC2 inh -1, NR5A2 inv ag 17, NR2F2 inh 1, TWEAK Fn14 block 15, ABHD5-PLIN5 inh -1, SRC3 inh 9, Exocytosis inh -2, SRC1 inh 8, NOD2 RIPK2 PPI -3 and TROY NFkB inh 3.
For COCOCCn1cc(CN2CCS(=O)(=O)N(Cc3ccc(-c4ccc(Cl)nc4)cc3)C(CC(C)C)C2=O)nn1 (stereo unspecified) the results were TLR9-MyD88 inh -10, SRC2 inh 21, NR5A2 inv ag -33, NR2F2 inh -5, TWEAK Fn14 block -29, ABHD5-PLIN5 inh 15, SRC3 inh -8, Exocytosis inh -7, SRC1 inh -8, NOD2 RIPK2 PPI 1 and TROY NFkB inh -35.
Screening C1CCC2(CC1)OCC1(CO2)COC2(CCCCC2)OC1 returned TLR9-MyD88 inh 4, SRC2 inh -8, NR5A2 inv ag 13, NR2F2 inh -5, TWEAK Fn14 block -18, ABHD5-PLIN5 inh -4, SRC3 inh -4, Exocytosis inh 0, SRC1 inh 8, NOD2 RIPK2 PPI -8 and TROY NFkB inh 0.
For O=C(CSc1nnc(-c2ccco2)o1)c1ccc([N+](=O)[O-])cc1 the results were SRC2 inh -19, NR5A2 inv ag 15, NR2F2 inh -10, TWEAK Fn14 block -46, ABHD5-PLIN5 inh -1, SRC3 inh -12, Exocytosis inh 10, SRC1 inh -6, NOD2 RIPK2 PPI -1 and TROY NFkB inh -7.
`CCOC(=O)c1c(C)[nH]c(C(=O)OCC(=O)Nc2ccc(OCC)cc2)c1C` gave TLR9-MyD88 inh 3, SRC2 inh -17, NR5A2 inv ag -3, NR2F2 inh 16, TWEAK Fn14 block 0, ABHD5-PLIN5 inh -1, SRC3 inh -3, Exocytosis inh -2, SRC1 inh 8, NOD2 RIPK2 PPI -15 and TROY NFkB inh -2.
N#Cc1c(Cn2cncn2)nc(=O)n(-c2ccc(Cl)cc2)c1N was read as TLR9-MyD88 inh 6, SRC2 inh 5, NR5A2 inv ag 9, NR2F2 inh -4, TWEAK Fn14 block 1, ABHD5-PLIN5 inh 1, SRC3 inh -7, Exocytosis inh 0, SRC1 inh 4, NOD2 RIPK2 PPI -4 and TROY NFkB inh -8.
For COc1ccccc1S(=O)(=O)N(C)C[C@H]1OCc2cn(nn2)CCCC(=O)N([C@H](C)CO)C[C@@H]1C the results were TLR9-MyD88 inh -4, SRC2 inh 3, NR5A2 inv ag -5, NR2F2 inh 2, TWEAK Fn14 block 0, ABHD5-PLIN5 inh -2, SRC3 inh -4, Exocytosis inh 2, SRC1 inh 3, NOD2 RIPK2 PPI -2 and TROY NFkB inh -6.
CC(C)=CCSc1nnc(CCNC(=O)OC(C)(C)C)o1 was read as TLR9-MyD88 inh -8, SRC2 inh -17, NR5A2 inv ag -7, NR2F2 inh -6, TWEAK Fn14 block -3, ABHD5-PLIN5 inh 2, SRC3 inh 5, Exocytosis inh -2, SRC1 inh -11, NOD2 RIPK2 PPI 1 and TROY NFkB inh -20.
For OC[C@@H]1CN(Cc2cccs2)C[C@H](n2cnc3c(NC4CCCC4)ncnc32)O1 the results were SRC2 inh 7, NR5A2 inv ag 1, NR2F2 inh 12, TWEAK Fn14 block 3, ABHD5-PLIN5 inh 0, SRC3 inh 2, Exocytosis inh -7, SRC1 inh 11, NOD2 RIPK2 PPI 21 and TROY NFkB inh -12.
For CCOc1cc(/C=N/n2c(C)nc3ccccc3c2=O)ccc1O the results were TLR9-MyD88 inh 3, SRC2 inh -9, NR5A2 inv ag 12, NR2F2 inh -14, TWEAK Fn14 block 6, ABHD5-PLIN5 inh -6, SRC3 inh -6, Exocytosis inh -6, SRC1 inh -11, NOD2 RIPK2 PPI -3 and TROY NFkB inh -7.
Screening CCN(CC)c1ccc(/C=N/NC(=O)CNC(=O)C2COc3ccccc3O2)c(O)c1 (stereo unspecified) returned TLR9-MyD88 inh 4, SRC2 inh 22, NR5A2 inv ag 18, NR2F2 inh -17, TWEAK Fn14 block -5, ABHD5-PLIN5 inh 2, SRC3 inh 38, Exocytosis inh 0, SRC1 inh 27, NOD2 RIPK2 PPI 1 and TROY NFkB inh -8.
For CC1(C(=O)Nc2cccc(NS(C)(=O)=O)c2)Cc2c(-c3ccc(C(N)=O)cc3)ccnc2O1 (stereo unspecified) the results were SRC2 inh -11, NR5A2 inv ag 10, NR2F2 inh 6, TWEAK Fn14 block -1, ABHD5-PLIN5 inh -8, SRC3 inh -3, Exocytosis inh -5, SRC1 inh 1, NOD2 RIPK2 PPI -2 and TROY NFkB inh -9.
Screening NC(c1ccc(F)c(F)c1)c1nc(-c2cc(F)cc(F)c2)cs1 (stereo unspecified) returned SRC2 inh 3, NR5A2 inv ag 24, NR2F2 inh -1, TWEAK Fn14 block -14, ABHD5-PLIN5 inh 4, SRC3 inh -4, Exocytosis inh -10, SRC1 inh 14, NOD2 RIPK2 PPI 2 and TROY NFkB inh -14.
For S=C(NCc1ccccc1Cl)Nc1ccccc1Cl the results were TLR9-MyD88 inh -2, SRC2 inh 2, NR5A2 inv ag -7, NR2F2 inh 12, TWEAK Fn14 block -15, ABHD5-PLIN5 inh -3, SRC3 inh 14, Exocytosis inh 0, SRC1 inh -23, NOD2 RIPK2 PPI -4 and TROY NFkB inh -18.
Screening O=[N+]([O-])c1ccc(/C=N/Nc2ncc(Br)cn2)cc1 returned TLR9-MyD88 inh -6, SRC2 inh 3, NR5A2 inv ag -1, NR2F2 inh 4, TWEAK Fn14 block -15, ABHD5-PLIN5 inh 1, SRC3 inh -8, Exocytosis inh -1, SRC1 inh -17, NOD2 RIPK2 PPI -18 and TROY NFkB inh -3.
For Cc1cnc(NC(=O)/C=C/c2ccc(Br)o2)s1 the results were TLR9-MyD88 inh -7, SRC2 inh -16, NR5A2 inv ag -17, NR2F2 inh -49, TWEAK Fn14 block -15, ABHD5-PLIN5 inh 6, SRC3 inh -64, Exocytosis inh -1, SRC1 inh -69, NOD2 RIPK2 PPI -16 and TROY NFkB inh -59.
For CCOc1ccccc1NC(=O)NCCCCc1ccccc1 the results were TLR9-MyD88 inh 4, SRC2 inh 17, NR5A2 inv ag 9, NR2F2 inh 7, TWEAK Fn14 block -31, ABHD5-PLIN5 inh 1, SRC3 inh 13, Exocytosis inh 0, SRC1 inh 6, NOD2 RIPK2 PPI -3 and TROY NFkB inh -1.
`Cc1[nH]c(=O)c(C#N)c(C)c1[N+](=O)[O-]` gave TLR9-MyD88 inh 3, SRC2 inh 15, NR5A2 inv ag 0, NR2F2 inh 0, TWEAK Fn14 block 3, ABHD5-PLIN5 inh -6, SRC3 inh 0, Exocytosis inh -3, SRC1 inh 0, NOD2 RIPK2 PPI -12 and TROY NFkB inh 15.
Screening CCCCn1nnnc1C1(C)CCC(=O)N1CCOC (stereo unspecified) returned SRC2 inh 18, NR5A2 inv ag 24, NR2F2 inh -14, TWEAK Fn14 block -20, ABHD5-PLIN5 inh -4, Exocytosis inh 4, NOD2 RIPK2 PPI -11 and TROY NFkB inh -8.
O=C(Nc1nc2cc3c(cc2s1)OCO3)C1CC1 was read as TLR9-MyD88 inh 3, SRC2 inh 3, NR5A2 inv ag -25, NR2F2 inh -20, TWEAK Fn14 block 11, ABHD5-PLIN5 inh -5, SRC3 inh -40, Exocytosis inh 0, SRC1 inh -46, NOD2 RIPK2 PPI -4 and TROY NFkB inh -36.
Screening COc1cccc(COC(=O)c2ccc3c(=O)n4c(nc3c2)CCC4)c1OC returned TLR9-MyD88 inh -4, SRC2 inh -15, NR5A2 inv ag 11, NR2F2 inh 9, TWEAK Fn14 block -11, ABHD5-PLIN5 inh 5, SRC3 inh 2, Exocytosis inh -4, SRC1 inh -2, NOD2 RIPK2 PPI -19 and TROY NFkB inh 16.
